# Bioassay records (PubChem BioAssay)
# ADAM10 inh: inhibitors of human ADAM10 | inhibition, % at 7 µM | recombinant ADAM10, EDANS/DABCYL FRET peptide cleavage, 3 h | O14672 | hit rate 0.62% among 370,000;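 active means inhibition above a per-campaign cutoff equal to the mean of compounds falling between control-based bounds plus 3 SD, cut at about 20% in these data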;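 further: 0% = DMSO wells while the 100% control is not disclosed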
# DDE Tn7 FP inh: disrupts Tn7 cyclic peptide binding to fibrin D-Dimer-E complex; inhibition, % at 8.3 µM; AID 720508; FP displacement of FITC-Tn7 peptide from fibrin DD(E); 0% = median of compound wells per plate; hit rate 0.13% among 370,000; P02675;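 active means inhibition above the mean of compounds falling within the control limits plus 3 SD of them, cut at about 14% in these data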;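 further: 0% = plate median of compound wells and 100% = 10 µM Aha-Tn7 peptide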
# Target sequence (P02675 whole entry, looked up): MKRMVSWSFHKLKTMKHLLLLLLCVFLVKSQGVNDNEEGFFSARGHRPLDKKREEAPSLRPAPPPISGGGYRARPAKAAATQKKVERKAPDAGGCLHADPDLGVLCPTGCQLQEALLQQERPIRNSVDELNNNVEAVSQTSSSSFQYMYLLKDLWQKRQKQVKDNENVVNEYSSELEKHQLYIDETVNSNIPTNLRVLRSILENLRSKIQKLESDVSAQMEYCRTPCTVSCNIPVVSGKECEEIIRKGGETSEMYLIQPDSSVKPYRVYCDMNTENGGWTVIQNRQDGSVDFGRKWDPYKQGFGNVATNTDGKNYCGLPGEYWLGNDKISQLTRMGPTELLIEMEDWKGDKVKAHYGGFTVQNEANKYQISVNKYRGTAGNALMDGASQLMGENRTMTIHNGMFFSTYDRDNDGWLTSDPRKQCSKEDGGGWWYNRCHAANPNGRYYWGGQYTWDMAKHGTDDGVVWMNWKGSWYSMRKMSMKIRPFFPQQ
#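 System: human fibrin DD(E); quantity: Fibrin-DD(E) at 2 µM final; also added: fluorescent Tn7 probe at 0.1 µM; compound dosing: single nominal test concentration of 8.3 µM per compound; schedule: 10 min preincubation, 3 h with tracer, room temperature; detection: fluorescence polarization of the labelled Tn7 tracer; repeats: one replicate per compound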
# ASAP1 GAP inh: inhibitors of human ASAP1 ArfGAP activity; AID 624377; hit rate 0.19% among 360,000; inhibition, % at 16.5 µM; Q9ULH1; ASAP1-stimulated ARF1 GTP hydrolysis, GDP FP detection; in the data active means inhibition above about 25%;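 further: 0% = vehicle with enzyme and substrate and 100% = no enzyme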
# PLC-gamma1 inh: PLC-gamma1 (human) inhibition, primary screen; hit rate 0.84% among 370,000; P19174; purified PLC-gamma1, fluorogenic substrate, fluorescence; inhibition, % at 12.2 µM; in the data active means inhibition above about 9.5%
# ARFGAP1 inh: inhibitors of rat ARFGAP1. inhibition, % at 16.5 µM. AID 651572. hit rate 0.26% among 360,000. Q62848. Arfgap1-stimulated ARF1 GTP hydrolysis, GDP FP detection;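 active means inhibition above a per-plate limit, mean inhibition of low control wells plus 3 SD, cut at about 25% in these data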;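 further: 0% = DMSO wells with enzyme and 100% = wells lacking Arfgap1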
#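 material = rat Arfgap1 catalytic domain, aa 1-136 | also added = human ARF1(Δ1-17)-GTP substrate | compound dosing = one concentration, 16.5 µM, DMSO 1.26% | times = GTP hydrolysis reaction 2 h at 25 °C | measured by = FP, GDP Alexa 633 tracer displaced from anti-GDP antibody, 620/688 nm | evaluation = percent inhibition of Arfgap1-stimulated GTP hydrolysis | replication = single well per compound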
# SIAE primary: human SIAE inhibition, primary screen. AID 1053197. hit rate 0.69% among 370,000. SIAE FP-Rh probe binding, fluorescence polarization. inhibition, % at 9.66 µM. Q9HAT2;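 active means inhibition above a cutoff: mean of compounds within the control limits plus 3 SD of those, cut at about 17% in these data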;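 further: 0% = plate median of compound wells and 100% = probe without SIAE protein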
# Target sequence (Q9HAT2 whole entry, looked up): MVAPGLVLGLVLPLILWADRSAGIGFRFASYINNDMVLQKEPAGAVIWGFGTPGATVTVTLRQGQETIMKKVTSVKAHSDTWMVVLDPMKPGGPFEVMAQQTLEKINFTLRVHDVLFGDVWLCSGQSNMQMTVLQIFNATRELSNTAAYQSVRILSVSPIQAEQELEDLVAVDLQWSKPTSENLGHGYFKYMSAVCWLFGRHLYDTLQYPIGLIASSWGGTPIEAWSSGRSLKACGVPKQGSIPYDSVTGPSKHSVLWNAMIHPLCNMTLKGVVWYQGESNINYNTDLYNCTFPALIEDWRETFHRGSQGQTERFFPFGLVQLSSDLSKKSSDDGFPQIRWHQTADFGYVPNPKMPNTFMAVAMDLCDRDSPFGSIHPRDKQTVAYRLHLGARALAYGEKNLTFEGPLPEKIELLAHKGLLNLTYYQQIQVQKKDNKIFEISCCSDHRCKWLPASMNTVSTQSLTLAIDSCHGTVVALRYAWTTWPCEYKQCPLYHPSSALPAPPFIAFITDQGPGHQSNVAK
# ADAM17 inh: inhibits human ADAM17; hit rate 0.83% among 370,000; AID 720648; recombinant ADAM17, EDANS/DABCYL FRET peptide cleavage; inhibition, % at 6.95 µM;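 active means inhibition above the mean of compounds lying between control limits plus 3 SD, set per campaign, cut at about 8.5% in these data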;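 further: 0% = DMSO-only wells as the low control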
# PLCb3 inh: inhibitors of human phospholipase C beta3. Q01970. hit rate 0.18% among 370,000. inhibition, % at 12.2 µM. Purified PLC-beta3, fluorogenic substrate, fluorescence; in the data active means inhibition above about 11%;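 further: 0% = median of compound wells on plate and 100% = full blocker control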
# Tn6 DDE FP: disrupts Tn6 cyclic peptide binding to fibrin D-Dimer-E complex. P02675. Fibrin DD(E) TRITC-Tn6 fluorescence polarization displacement. inhibition, % at 8.3 µM. hit rate 0.21% among 370,000;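 active means inhibition above a per-campaign cutoff: mean of compounds within control limits plus 3 SD, cut at about 15% in these data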;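 further: 0% = median of all compound wells on the plate and 100% = blocking peptide control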
# TDP2 inh: blocks human TDP2 phosphodiesterase activity. inhibition, % at 12.8 µM. recombinant TDP2, T5PNP hydrolysis, p-nitrophenol absorbance 415 nm. O95551. AID 720702. hit rate 0.34% among 370,000;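 active means inhibition above the mean of all tested compounds plus 3 SD, set per campaign, cut at about 25% in these data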;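 further: 0% = DMSO with enzyme and 100% = buffer with substrate but no TDP2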
#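 Assay system: Recombinant human TDP2 | Quantity: 120 nM TDP2 per well | Incubation: 2 h at 37 °C | Signal: Epi absorbance | Evaluation: Percent inhibition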
# An asterisk follows results filed as active; . = not tested or not shown.
SMILES,ADAM10 inh,DDE Tn7 FP inh,ASAP1 GAP inh,PLC-gamma1 inh,ARFGAP1 inh,SIAE primary,ADAM17 inh,PLCb3 inh,Tn6 DDE FP,TDP2 inh
CCC(=O)Nc1cc2c3c(c1)CCC(=O)N3CCC2,-4.3,3.9,3.2,-0.9,-16.7,10.5,-2.4,-8.1,3.6,-12.2
CCCNC(=O)C12CCC(C)(C(=O)O1)C2(C)C (configuration not stated),4.5,2.6,5.6,4.4,-2.4,-2.2,1.2,-4.0,-5.4,5.7
CC(=O)c1cccc(NC(=O)C2C3C=CC(C3=C(c3ccccc3)c3ccccc3)C2C(=O)O)c1 (configuration not stated),2.3,0.9,-14.0,10.2*,-1.6,9.2,0.2,-12.8,2.7,-4.0
CN1OC[C@@H]2CN(Cc3ccccc3)[C@H](c3cccc(N4CCOCC4)c3)C[C@@H]21,-4.0,0.9,1.0,1.5,-10.6,4.0,2.1,-1.7,1.6,-0.2
O=CN/C=C/c1cc(O)ccc1O,-132.9,7.7,0.2,-232.9,-9.8,16.6,-27.3,-323.3,5.3,5.6
Cn1c(SCC(N)=O)nnc1-c1cnccn1,4.7,8.7,-6.5,-0.7,-7.6,6.5,-1.2,0.0,-5.4,4.5
Cc1ccc(C(=O)Nc2ccccc2C(=O)O)cc1S(=O)(=O)NCc1ccccc1,3.4,2.1,1.5,-1.3,-11.1,-16.9,-7.3,-7.8,-3.3,0.8
CCOC(=O)C1CCN(C(=O)CCc2nnc3ccc(N4CCN(C)CC4)nn23)CC1,-1.7,7.9,1.1,-1.9,-6.7,2.6,-4.8,-7.3,1.4,-3.0
C=CCN=C1CCCc2c1[nH]c1ccc(C)cc21,-355.0,-1.0,-7.7,-374.4,0.7,-0.6,-89.8,-423.2,4.5,-6.4
O=C(CCC(=O)NNc1nc2ccccc2c2nc(-c3ccccc3)nn12)NCCCN1CCOCC1,-1.3,1.5,-11.3,-0.4,-4.9,16.9,2.1,0.8,2.0,8.1
COC(=O)C1=C(C)N(C)C(C)=C(C(=O)OC)C1c1cccc(Br)c1,1.2,0.9,8.9,-15.7,9.4,-0.2,-3.8,-22.9,-9.5,-1.1
CC(C)OC(=O)C1C2C=CC3(CN(CC4CCCO4)C(=O)C13)O2 (configuration not stated),-4.5,-4.9,-13.6,2.2,7.5,5.5,-1.3,2.8,-2.5,-8.2
COC(=O)c1ccc2nc(-c3ccc(OC)c(OC)c3)c(CC3CCCCC3)n2c1,-76.4,-0.8,4.8,-170.6,-3.9,-0.4,-22.4,-241.6,-10.9,-1.3
Cc1nnc(C)n1/N=C/c1cc(Br)ccc1O,-0.9,0.5,-0.1,4.6,-3.7,0.8,3.2,1.2,5.9,-12.7
CC1CN(S(=O)(=O)c2csc(C(=O)Nc3ccccc3)c2)CC(C)O1 (configuration not stated),-3.8,-6.4,10.7,0.5,2.6,-8.8,-1.6,-1.6,1.7,2.0
COc1cccc(C(NC(C)=O)c2nc(-c3ccoc3)cs2)c1 (configuration not stated),-3.9,0.2,1.9,-1.1,-3.2,-3.3,-2.0,-4.1,9.2,2.1
COc1ccccc1C(=O)OCC#CCSc1nnc(-c2cccc3ccccc23)o1,-39.5,-2.5,1.5,-10.2,6.0,-17.0,-7.8,-21.6,-1.2,0.4
Cc1ccc(C(=O)N/C(=C\c2ccc(-c3cccc([N+](=O)[O-])c3)o2)C(=O)NCCCN(C)C)cc1,-4.2,-6.9,-8.3,5.3,-2.3,0.5,2.3,-2.3,0.0,-10.3
Cc1nc(NCCc2ccccc2)c2nnn(Cc3ccccc3)c2n1,0.9,-0.3,8.3,-1.9,1.9,-6.9,-1.3,1.4,3.3,-0.9
Cc1cccn2c(=O)c3cc(C(=O)NC4CCCCC4)n(C)c3nc12,-64.7,-4.5,-4.1,-56.7,0.7,-10.3,-22.5,-101.0,-1.9,-0.9
COc1ccc(/C(C)=N/NC(=O)c2nc(C)cc(C)n2)cc1,-7.4,-0.5,3.4,-3.6,-4.6,-1.9,-0.6,-1.9,-0.1,1.6
COc1ccc(OCC(=O)NNC(=S)NC(=O)C2CC2)cc1,2.6,2.4,-8.7,2.6,-5.2,5.5,-0.1,-8.6,-9.0,5.1
Cc1ccc2c(C(=O)CCl)c(C)[nH]c2c1,-5.2,5.7,3.7,0.7,-12.0,-2.1,-2.4,-11.3,-0.1,7.1
O=C(c1ccccc1C(F)(F)F)N1CCC(Oc2cccnc2)CC1,5.1,-4.5,.,-1.3,.,1.5,-1.1,-1.3,-7.2,0.6
O=C1c2ccccc2C(Nc2ccc(Cl)cn2)N1Cc1ccccc1 (configuration not stated),-0.8,-1.1,12.2,1.9,2.2,-2.0,-0.2,-4.6,-9.4,-1.2
COc1ccc(C(=O)Nc2ccc(Cl)cc2C(=O)NCc2ccco2)cc1,-7.8,-7.1,27.2*,-0.8,3.8,-0.4,-5.8,-4.9,-2.1,3.8
CC1(C(=O)NCc2ccccc2)CN(S(C)(=O)=O)CC(=O)N1Cc1ccc2c(c1)OCO2 (configuration not stated),-0.6,9.6,-4.3,1.4,-11.8,2.7,-0.3,6.7,-0.8,11.9
Oc1ccc(/C=N/NC(=S)N/N=C/c2ccc(O)cc2)cc1,-18.8,-4.0,22.5,-20.5,24.0,7.1,-6.9,-36.3,-1.8,13.6
COC(=O)N1CCCCC1c1cc(C(=O)Nc2ccc(OC)cc2C)no1 (configuration not stated),-10.2,-6.7,-11.3,0.1,-11.8,-1.5,-2.9,4.0,11.2,-6.5
Cc1onc(-c2ccccc2Cl)c1C(=O)N1CCN(C=O)CC1,-34.4,-0.8,-5.6,-0.7,-3.7,-7.0,-7.1,-6.6,-0.9,-5.8
C#CCN(C[C@@H]1[C@@H](OC(=O)NCc2ccccc2)[C@@H](OC(=O)NCc2ccccc2)CN(C(=O)OC(C)C)N1C(=O)OC(C)C)S(=O)(=O)c1ccc(C)cc1,9.7,8.5,-9.7,-5.9,2.7,-6.9,6.2,-1.9,1.9,6.6
CCCCCOC(=O)Cn1c(N2CCOCC2)nc2c1c(=O)[nH]c(=O)n2C,-2.4,1.0,-1.9,-1.3,0.1,4.0,-6.2,-0.6,-0.9,6.3
CS(=O)(=O)C1=NSC2=NC(=O)/C(=C\c3ccc(OS(=O)(=O)c4ccccc4)cc3)C(=N)N21,-32.8,-6.5,0.2,-14.7,-5.5,-11.4,-10.4,-30.6,4.8,-3.0
CCc1ccc(NC2=NCC(=O)N2Cc2ccc3c(c2)OCO3)cc1,2.7,4.0,0.2,-3.5,-5.1,1.7,-0.9,-8.4,9.3,-1.1
Cc1cc(Cl)ccc1OCCCC(=O)NCC1CCCO1 (configuration not stated),-0.4,4.5,-1.0,3.4,9.3,-0.6,-3.1,0.6,-4.2,2.3
CCOc1ccccc1N1CCN(C(=O)CCCN2C(=O)c3cccc4cccc(c34)C2=O)CC1,-13.3,-5.8,-2.6,-0.5,13.2,-3.3,-2.8,-2.8,0.9,-3.0
CC(=O)Nc1ccc2[nH]ccc2c1,5.9,-0.2,-17.0,3.6,6.6,0.3,0.8,-0.7,-7.6,6.0
Cc1ccc(S(=O)(=O)c2cc3c(=O)n4ccccc4nc3n(CCc3ccccc3)c2=N)cc1,-19.2,2.4,-6.7,-11.0,-2.6,1.5,-13.9,-21.6,-9.2,-1.5
COc1ccc(C2OC(CCc3ccccc3)Cc3[nH]c(=S)[nH]c(=O)c32)cc1 (configuration not stated),2.2,-1.3,-3.9,1.2,3.6,-4.7,3.3,-0.7,3.0,-3.8
O=C(O)c1cc([N+](=O)[O-])ccc1NCCO,-1.2,8.6,-6.7,-0.9,-6.1,-1.5,-2.5,0.2,-0.5,-3.4
CCc1cccc(NC(=O)CCCn2nc(CC)n3c(cc4occc43)c2=O)c1,-9.6,6.0,-10.8,-16.7,-2.6,1.4,-6.5,-28.0,-1.6,3.1
O=C(NC1CCCC1)C(c1ccccn1)N(Cc1ccc(F)cc1)C(=O)c1csnn1 (configuration not stated),-4.9,3.8,-0.6,-1.6,4.0,-1.4,-0.1,-0.6,5.6,17.9
O=C(NCc1ccncc1)c1ccc(Cl)c(S(=O)(=O)N2CCOCC2)c1,0.2,5.0,-6.7,-3.1,12.3,4.0,-4.9,-1.9,-0.9,5.1
COc1ccc(C(=O)NCCN2CCN(C(=O)c3ccc(OC)c(OC)c3)CC2)cc1OC,-5.9,5.9,-10.3,-1.3,-10.6,-0.7,-0.5,-4.5,7.0,2.9
CCSc1nc2[nH]ncc2c(=O)[nH]1,7.0,0.1,-6.5,-3.0,0.2,1.3,2.6,2.2,4.9,8.1
COc1ccccc1N1CCN(C(=O)Cn2nc(C(F)(F)F)c3c2CCC3)CC1,-12.0,-3.9,10.4,6.6,-0.9,-4.1,-4.5,-0.7,3.0,-6.0
COCCOC(=O)c1c(C)oc2ccc(OS(C)(=O)=O)cc12,-5.8,-0.5,-9.5,0.0,-12.5,0.0,-4.0,-2.3,0.9,5.4
C=CCN=C1NC(c2cccc(Cl)c2)C(C(=O)OC)=C(C)N1Cc1cccc(C(F)(F)F)c1 (configuration not stated),0.0,-11.2,-6.6,9.2,-0.3,-2.5,10.0*,11.7*,-7.1,-14.7
Cc1csc(NC(=O)C(CC(C)C)NS(=O)(=O)c2ccc3c(c2)oc(=O)n3C)n1 (configuration not stated),-13.1,-3.8,-6.7,-0.7,-8.9,7.8,4.3,0.5,-7.8,-7.4
CN(Cc1ccccc1)C(=O)c1ccc(NC(=O)Cc2cccc(NC(=O)C3CCCN(C(=O)C4CCC4)C3)c2)cc1 (configuration not stated),6.8,13.4,-5.3,-0.6,11.9,-3.0,-0.8,1.1,2.1,-3.5
COc1ccc2[nH]c(C)c(CCN(Cc3cccs3)C(=S)Nc3ccccc3)c2c1,-30.4,-2.8,4.8,-72.8,6.7,3.3,-8.1,-88.1,-9.5,9.5
O=C(Nc1cc(Cl)ccn1)C1(c2ccccc2)CC1(Cl)Cl (configuration not stated),11.2,0.3,-1.5,5.8,-15.3,3.8,6.0,2.8,4.0,-10.1

# Just ADAM10 inh and Tn6 DDE FP, for 2 of the compounds above:
Structure,ADAM10 inh,Tn6 DDE FP
CCSc1nc2[nH]ncc2c(=O)[nH]1,7.0,4.9
COc1ccc2[nH]c(C)c(CCN(Cc3cccs3)C(=S)Nc3ccccc3)c2c1,-30.4,-9.5
